# Screening data from PubChem.
# ERAP1 inh = human ERAP1 aminopeptidase inhibitors, primary screen, biochemical, single point, plate reader; recombinant ERAP1, Leu-AMC fluorescence, 60 min; 0.15% of 340,000 active; inhibition, % at 10.7 µM; Endoplasmic reticulum aminopeptidase 1 (Homo sapiens), Q9NZ08;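 active means mean replicate inhibition of at least 30%, or all replicates individually reaching that 30% level; inactive means mean below 30% and not every replicate reaching it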;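 further: 0% = neutral control wells and 100% = L-leucinethiol positive control wells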
# Target sequence (Q9NZ08 whole entry, looked up): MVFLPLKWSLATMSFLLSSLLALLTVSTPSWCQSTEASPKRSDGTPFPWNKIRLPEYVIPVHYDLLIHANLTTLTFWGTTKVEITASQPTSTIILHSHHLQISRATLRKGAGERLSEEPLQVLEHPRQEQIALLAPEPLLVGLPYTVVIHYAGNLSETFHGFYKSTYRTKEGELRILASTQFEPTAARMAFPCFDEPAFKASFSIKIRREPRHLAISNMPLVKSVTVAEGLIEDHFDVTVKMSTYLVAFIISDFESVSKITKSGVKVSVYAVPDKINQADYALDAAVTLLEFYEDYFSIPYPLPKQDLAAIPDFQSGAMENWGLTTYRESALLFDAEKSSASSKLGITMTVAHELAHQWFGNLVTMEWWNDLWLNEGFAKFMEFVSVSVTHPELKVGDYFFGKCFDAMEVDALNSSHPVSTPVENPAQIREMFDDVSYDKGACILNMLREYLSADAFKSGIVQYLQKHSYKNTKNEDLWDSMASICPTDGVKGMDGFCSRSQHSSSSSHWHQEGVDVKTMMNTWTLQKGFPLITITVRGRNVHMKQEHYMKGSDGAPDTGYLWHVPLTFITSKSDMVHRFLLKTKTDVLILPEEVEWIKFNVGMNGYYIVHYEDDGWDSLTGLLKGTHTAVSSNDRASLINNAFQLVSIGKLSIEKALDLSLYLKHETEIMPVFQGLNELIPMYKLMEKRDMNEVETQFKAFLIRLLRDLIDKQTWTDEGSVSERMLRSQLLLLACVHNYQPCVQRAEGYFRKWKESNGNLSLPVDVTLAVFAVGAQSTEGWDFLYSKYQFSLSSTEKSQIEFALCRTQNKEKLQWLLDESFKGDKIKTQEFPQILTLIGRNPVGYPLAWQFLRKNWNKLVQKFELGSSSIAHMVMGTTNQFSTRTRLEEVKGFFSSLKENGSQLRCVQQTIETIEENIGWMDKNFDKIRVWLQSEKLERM
# Statin myotox sup = suppressors of statin myotoxicity in C2C12 myotubes, primary screen, cell-based, single point, plate reader; rescue of ATP level, % at 7.49 µM; C2C12 myotubes + simvastatin, ATP luminescence, 48 h; scaled: DMSO 0, geranylgeraniol control 100; 0.78% of 330,000 active;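 active means mean ATP rescue above about 67%, or every replicate alone reaching that limit, limit read from the data, passing the limit was not always enough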;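 further: myotubes were challenged with 10 µM simvastatin during compound exposure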
# LGR2 antag = inhibitors of bursicon-induced LGR2 CRE-luciferase signal, primary screen, cell-based, HEK293, CRE-luciferase reporter, bursicon stimulation; bursicon-stimulated, 4 h; inhibition, % at 9.99 µM; 0.35% of 380,000 active;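 active means drop in luminescence signal, shown as inhibition above about 50% in the replicate tests, limit read from the data, passing the limit was not always enough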;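 further: agonist challenge used bursicon conditioned medium at about half maximal strength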
# Xi reactivation = activators of inactive X chromosome reactivation, primary screen, imaging, XiGFP fibroblasts, GFP high-content imaging, set 2; XiGFP mouse fibroblasts, % GFP-positive cells imaging, 3 d; cells co-treated with 5-aza-dC sensitizer; scaled so ellipticine positive control = 100%; AID 743238, 2013; 0.055% of 360,000 active; activation, % at 7.58 µM;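 active means mean normalized replicate activation at least 10% and every replicate at or above 10%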;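 further: 0% = median of on-plate neutral control wells and 100% = ellipticine 6 µM median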
#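 System: SV40-immortalized XiGFP fibroblast cells, line 68-5-11 / Incubation: 3-day compound exposure, then 15 min fixation at room temperature / Compound: single concentration per compound, delivered by pin transfer / Buffer or medium: DMEM plus 5-aza-dC sensitizer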
# PGC1a acetyl inh = inhibitors of PGC1a acetylation signal, primary screen, cell-based, U2OS, AlphaScreen, inhibitor mode; inhibition, % at 15.6 µM; AID 651687, 2012; 0.17% of 350,000 active; AlphaScreen anti-acetyl-lysine; with virally co-expressed GCN5 acetyltransferase;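 active means every replicate shows inhibition of at least 40%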;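 further: 0% = neutral control wells and 100% = positive control wells; some results beyond the cut were filed as inactive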
# Cneo AK release = Cryptococcus neoformans cell lysis inducers, primary screen, AK release luminescence, single concentration | C. neoformans lysis, adenylate kinase release luminescence, 4 h; normalised: neutral wells 0, clomiphene wells 100 | lysis activity, % at 15 µM | 0.2% of 360,000 active | AID 651654, 2012;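 active means mean lysis activity across replicates of at least 80%, whatever share of replicates individually reach that level; inactive means mean lysis activity below 80%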
#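 Material – Cryptococcus neoformans yeast cells · Quantity – 5 × 10^6 yeast cells/mL · Buffer or medium – YPD medium · Compound – single dose · Timing – 4 h static compound exposure, 37 °C, read 1 h post-reagent · Signal – adenylate kinase release luminescence · Read-out basis – lysis from increased AK signal · Benchmarks – Clomiphene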
# SIRT5 block = SIRT5 desuccinylase inhibitors, primary screen, biochemical, fluorescence imaging, single point, set 5; NAD-dependent protein deacylase sirtuin-5, mitochondrial (Homo sapiens), Q9NXA8; Purified SirT5, succinyl-peptide AMC, trypsin-coupled fluorescence; inhibition, % at 15 µM; 1.1% of 330,000 active; AID 652115, 2013; in the data active means inhibition above about 15%
# S100A4 inh HTS = inhibitors of S100A4-myosin IIA peptide binding, primary screen, biochemical, fluorescence polarization, TAMRA-MyoIIA peptide; AID 652163, 2013; Protein S100-A4 (Homo sapiens), P26447; 0.14% of 360,000 active; inhibition, % at 10.7 µM;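 active means mean inhibition of at least 70% across replicates, with every replicate also reaching that level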
# Target sequence (P26447 whole entry, looked up): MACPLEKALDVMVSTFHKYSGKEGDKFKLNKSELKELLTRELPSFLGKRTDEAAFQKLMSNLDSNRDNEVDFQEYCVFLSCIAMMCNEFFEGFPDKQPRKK
#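 Assay system: human S100A4 monomer with TAMRA-labelled myosin IIA peptide / Buffer or medium: Calcium-containing HEPES buffer, pH 7.2 / Reagent: TAMRA-labelled myosin IIA heavy-chain peptide probe, 5 nM / Compound: one dose per compound / Timing: polarization read 5 min after assay mix addition, stable 5–60 min / Benchmarks: neutral control DMSO, positive control TFP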
# * = called active by the depositor; x = not tested or not shown. This is a subset (hit frequency here may not be typical).
SMILES,ERAP1 inh,Statin myotox sup,LGR2 antag,Xi reactivation,PGC1a acetyl inh,Cneo AK release,SIRT5 block,S100A4 inh HTS
COC(=O)Nc1ccc(S(=O)(=O)NC2CCCCC2)cc1,4,x,-3,0.0,5,-1,-1,-2
CCC(=O)c1ccc(OCC(=O)NNC(=O)c2cc(C)oc2C)cc1,-1,-3,1,-0.1,x,1,0,1
C[C@H](O)C#Cc1cnc2c(c1)C(=O)N([C@@H](C)CO)C[C@H](C)[C@@H](CN(C)C(=O)CN(C)C)O2,0,x,2,-0.4,-8,-4,0,-17
Cc1cc(N)ccc1NC(=O)CN1CCOCC1,-3,-3,-3,0.2,6,1,-2,-1
C[C@H]1CN([C@@H](C)CO)S(=O)(=O)c2ccc(C#CC3CC3)cc2O[C@H]1CN(C)C(=O)CN(C)C,0,11,-5,-1.0,-2,-1,4,52
O=S(=O)(O)c1ccc(N2N=C(c3ccccc3)CC2c2ccccc2)cc1 (stereo unspecified),-122,x,9,-0.1,x,x,-48,-23
COc1ccc(-c2cnc3c(c2)C(=O)N([C@@H](C)CO)C[C@H](C)[C@@H](CN(C)Cc2cccnc2)O3)cc1,0,5,-13,0.2,4,-1,4,2
CC1(C)CC(=O)c2cc(N=C/C(C(=O)c3ccccc3)=C(\O)c3ccccc3)c(=O)oc2C1,0,x,-60,0.0,-4,x,3,7
CCCSc1ccc(-c2nn(-c3ccccc3)cc2/C=C(/C#N)C(=O)N2CCOCC2)cc1,1,-3,-2,-0.1,-12,x,2,-1
CCc1n[nH]c(=S)n1/N=C/c1cc(Br)c(O)c(OC)c1,x,x,-19,0.2,x,x,0,-5
CC(=O)N(C)C[C@@H]1Oc2cc(C#Cc3ccncc3)ccc2S(=O)(=O)N([C@@H](C)CO)C[C@H]1C,-1,-1,-7,-0.2,3,14,-6,-3
COC(=O)[C@]12CCCCC=C1N(Cc1ccc3c(c1)OCO3)C(=O)[C@H](CC(=O)N1CCN(C(=O)C3CC3)CC1)C2,-4,x,-12,0.2,x,x,x,-2
Cc1cc(OC(C)C(=O)NCc2ccccn2)c2c(C)c(Cc3ccccc3)c(=O)oc2c1 (stereo unspecified),-1,52,1,0.1,4,-1,-3,-7
C/C=C/c1ccc2c(c1)O[C@H](CN(C)C(=O)NC(C)C)[C@H](C)CN([C@H](C)CO)S2(=O)=O,-1,-3,15,0.1,-6,-1,-13,0
CCOC(=O)c1c(C)[nH]c(C(=O)CSc2nnc(Nc3ccccc3F)s2)c1C,x,x,3,0.0,-3,3,x,x
Cc1cccc(N2CCN(C(=O)CCNS(=O)(=O)c3cccs3)CC2C)c1 (stereo unspecified),0,5,-19,0.1,x,4,-4,0
C[C@H](CO)N1C[C@H](C)[C@H](CN(C)Cc2ccccc2)Oc2ncc(-c3cccc(C#N)c3)cc2C1=O,1,4,1,-0.2,0,0,1,3
O=C(NNS(=O)(=O)c1ccccc1F)c1cc(-c2ccccc2)n[nH]1,2,-62,12,0.0,-6,3,-1,-2
O=C(COC(=O)/C=C/c1ccccc1)Nc1ccccc1Br,-6,x,4,0.0,x,0,-4,1
CC(=O)N1CCN(CC(=O)Nc2sccc2C#N)CC1,-4,x,14,0.2,11,x,x,-12

# One compound at a time (already shown). Order of screens: ERAP1 inh | Statin myotox sup | LGR2 antag | Xi reactivation | PGC1a acetyl inh | Cneo AK release | SIRT5 block | S100A4 inh HTS
# Cc1cc(N)ccc1NC(=O)CN1CCOCC1 is listed with -3 | -3 | -3 | 0.2 | 6 | 1 | -2 | -1
# COC(=O)Nc1ccc(S(=O)(=O)NC2CCCCC2)cc1 is listed with 4 | x | -3 | 0.0 | 5 | -1 | -1 | -2

# Fetched one by one from the entries so far:
SMILES,ERAP1 inh,Statin myotox sup,LGR2 antag,Xi reactivation,PGC1a acetyl inh,Cneo AK release,SIRT5 block,S100A4 inh HTS
O=S(=O)(O)c1ccc(N2N=C(c3ccccc3)CC2c2ccccc2)cc1 (stereo unspecified),-122,x,9,-0.1,x,x,-48,-23
C/C=C/c1ccc2c(c1)O[C@H](CN(C)C(=O)NC(C)C)[C@H](C)CN([C@H](C)CO)S2(=O)=O,-1,-3,15,0.1,-6,-1,-13,0
CC(=O)N(C)C[C@@H]1Oc2cc(C#Cc3ccncc3)ccc2S(=O)(=O)N([C@@H](C)CO)C[C@H]1C,-1,-1,-7,-0.2,3,14,-6,-3

# (more compounds)
SMILES,ERAP1 inh,Statin myotox sup,LGR2 antag,Xi reactivation,PGC1a acetyl inh,Cneo AK release,SIRT5 block,S100A4 inh HTS
Cc1ccc(O)c(C(=O)c2cc(C#N)c(=O)n(-c3nccs3)c2)c1,-3,-4,-11,0.3,3,3,-5,-8
Cc1noc(C)c1NC(=O)Nc1ccc2c(c1)CC(=O)N([C@H](C)CO)C[C@@H](C)[C@H](CN(C)C)O2,-1,-10,-8,-1.4,2,-3,0,-2
Cn1cnc(S(=O)(=O)N[C@@H]2C=C[C@H](CC(=O)N3CCN(c4ccccc4)CC3)O[C@@H]2CO)c1,-2,x,-3,0.0,-1,x,1,3
Cc1cccc(NC(=O)CSCC(=O)Nc2cccc3ncccc23)c1,0,9,5,0.2,9,-1,-1,-1
Cc1cccc(Cl)c1OCCCN1CCOCC1,1,4,0,-0.1,-1,-4,6,-1
Cc1ccc(NC(=O)Nc2ccnc(-c3cccnc3)n2)cc1,1,x,35,0.3,-30,x,-3,3
COCCN(CC(=O)Nc1cccc(C)c1C)C(=O)Cc1ccsc1,0,0,-11,0.0,-5,-1,-2,-1
ON/C=N/C(=S)Nc1ncc(C(F)(F)F)cc1Cl,-2,x,-13,0.0,1,x,-6,-2
COC(=O)[C@]1(CCC(=O)OC(C)(C)C)N=C(c2ccc(OCCCO)cc2)O[C@@H]1c1ccccc1,0,x,x,x,-35,-4,2,4
C=CCN1C(=O)C(=O)N(Cc2nc3ccccc3s2)C1=O,0,0,-112,0.2,x,3,-6,-3
COc1ccc(/C=C(\NC(=O)c2ccc(C)cc2)C(=O)NCCCn2ccnc2)cc1OC,1,-1,-17,0.0,-3,0,-2,-11
O=c1cc(Cn2ccnc2)c2cc3c(cc2o1)CCC3,x,-1,x,x,8,1,x,12
O=C1CCc2cc(S(=O)(=O)NC3CCCCC3)cc3c2N1CC3,0,x,6,0.2,x,x,1,-3
C[C@@H]1CN([C@H](C)CO)C(=O)c2cccc(NC(=O)C3CCOCC3)c2O[C@H]1CN(C)Cc1ccncc1,-2,-24,-9,0.3,28,9,-2,3
CCCc1ccc(OCC(=O)Nc2cc(S(=O)(=O)CC)ccc2O)cc1,-4,-8,28,0.0,x,2,x,-4
CC(C)CC#Cc1ccc2c(c1)O[C@H](CN(C)Cc1cncnc1)[C@H](C)CN([C@H](C)CO)S2(=O)=O,1,-2,17,-0.5,-3,-2,-1,-1
O=C(CSc1nc2ccc(Cl)cc2[nH]1)NCCc1ccc(Cl)cc1,4,-4,x,0.2,x,1,-4,5
COCC(C)NC(=S)Nc1ccccc1[N+](=O)[O-] (stereo unspecified),-4,-7,2,0.0,-8,0,0,-1
COCC(=O)N1CC[C@H]2[C@H](CO)Nc3ccc(-c4cccc(C(=O)N(C)C)c4)cc3[C@H]21,x,-7,-11,0.1,9,-3,2,x
O=C(NCC[C@H]1CC[C@@H](NS(=O)(=O)c2cccc(F)c2)[C@H](CO)O1)C1CC1,4,0,-4,0.0,2,0,-2,-10

# Rewritten with bars between the fields: four of the compounds above.
Structure | ERAP1 inh | Statin myotox sup | LGR2 antag | Xi reactivation | PGC1a acetyl inh | Cneo AK release | SIRT5 block | S100A4 inh HTS
CCCc1ccc(OCC(=O)Nc2cc(S(=O)(=O)CC)ccc2O)cc1 | -4 | -8 | 28 | 0.0 | x | 2 | x | -4
CC(C)CC#Cc1ccc2c(c1)O[C@H](CN(C)Cc1cncnc1)[C@H](C)CN([C@H](C)CO)S2(=O)=O | 1 | -2 | 17 | -0.5 | -3 | -2 | -1 | -1
O=C(CSc1nc2ccc(Cl)cc2[nH]1)NCCc1ccc(Cl)cc1 | 4 | -4 | x | 0.2 | x | 1 | -4 | 5
COCC(C)NC(=S)Nc1ccccc1[N+](=O)[O-] (stereo unspecified) | -4 | -7 | 2 | 0.0 | -8 | 0 | 0 | -1

# (list continues)
SMILES,ERAP1 inh,Statin myotox sup,LGR2 antag,Xi reactivation,PGC1a acetyl inh,Cneo AK release,SIRT5 block,S100A4 inh HTS
C[C@H](CO)N1C[C@H](C)[C@H](CN(C)C(=O)Nc2ccc(F)cc2)Oc2c(NC(=O)Nc3cccc4ccccc34)cccc2C1=O,3,-49,24,-1.3,2,-1,2,-7
CCCCn1c(N)c(N(CC(C)C)C(=O)c2oc3ccc(OCC)cc3c2C)c(=O)[nH]c1=O,-2,-2,3,-0.1,x,2,3,-17
O=C1CCc2cc(S(=O)(=O)NCc3ccc(Cl)cc3)cc3c2N1CC3,1,8,1,0.3,x,-2,-4,1
C=CCN(c1ccccc1)S(=O)(=O)c1cccc(C(=O)Nc2ccncc2)c1,0,2,11,0.3,x,-6,19*,4
CCCc1nc2ccccc2c(C(=O)OC(C)C(=O)NCc2ccc3c(c2)OCO3)c1CC (stereo unspecified),x,x,-17,-0.4,-5,-4,x,x
C[C@H](CO)N1C[C@H](C)[C@@H](CN(C)CC2CCCCC2)Oc2ccc(NC(=O)CCCCCC(=O)Nc3ccccc3N)cc2C1=O,-1,x,4,2.2,4,x,5,6
CC(C)CN(CC(C)C)C(=O)c1cc2c(=O)n3ccccc3nc2s1,-27,-4,8,0.0,4,3,-6,-8
COc1ccc2c3c([nH]c2c1)[C@@H](CO)N(C(=O)C1CCC1)CC31CN(Cc2nccs2)C1,1,x,-12,0.4,x,x,0,-8
O=S(=O)(O)CCS,-2,3,-7,0.0,0,-1,-3,7
COc1ccc(NC(=O)Nc2cccc3c2O[C@@H](CN(C)Cc2ccc4c(c2)OCO4)[C@H](C)CN([C@@H](C)CO)C3=O)cc1,5,5,6,0.4,6,67,3,20
COc1ccc([Si](C)(C)[C@@H]2[C@@H](CCO)O[C@]3(C(=O)N(Cc4ccccc4)c4ccc(N5CCC5=O)cc43)[C@H]2C)cc1,4,x,x,x,6,4,3,14
OC(CSc1ccccc1)CN1CCN(c2ccc(Cl)cc2)CC1 (stereo unspecified),3,9,10,0.1,x,-2,x,2
NC(=O)c1ccc(/C(N)=N/S(=O)(=O)c2cc(C(F)(F)F)cc(C(F)(F)F)c2)cc1,x,x,17,0.3,2,0,-3,0
C[C@@H]1CN([C@H](C)CO)C(=O)Cc2cc(NS(=O)(=O)c3ccc(Cl)cc3)ccc2O[C@H]1CN(C)S(=O)(=O)c1cn(C)cn1,0,-2,-5,-1.0,4,0,1,9
COc1ccccc1/C=C1\SC(=O)N(CCC(=O)N2CCCCC2CCO)C1=O (stereo unspecified),3,8,7,0.0,-13,-1,0,-7
